# LYPLA2 counter – LYPLA2 inhibitors, primary screen, counter-screen for PME1 inhibitor project, biochemical, fluorescence polarization, FP-Rh probe ABPP; Acyl-protein thioesterase 2 (Homo sapiens), O95372; AID 2177, 2009; 320,000 tested, 0.38% active; inhibition, % at 5.9 µM; recombinant LYPLA2;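 active means inhibition above the screen-wide mean plus 3 SD, limit set per campaign, cut at about 26% in these data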;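 further: 0% = LYPLA2 with DMSO and 100% = wells lacking LYPLA2 enzyme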
# Target sequence (O95372 whole entry, looked up): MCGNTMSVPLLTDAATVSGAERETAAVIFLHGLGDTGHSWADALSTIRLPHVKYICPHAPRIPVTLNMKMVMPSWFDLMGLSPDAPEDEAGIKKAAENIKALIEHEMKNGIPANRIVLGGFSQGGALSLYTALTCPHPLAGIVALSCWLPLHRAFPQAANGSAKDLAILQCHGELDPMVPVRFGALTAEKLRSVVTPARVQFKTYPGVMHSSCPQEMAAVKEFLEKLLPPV
# LYPLA1 inh – LYPLA1 inhibitors, primary screen, counter-screen for PME1 inhibitor project, biochemical, fluorescence polarization, FP-Rh probe ABPP; Acyl-protein thioesterase 1 (Homo sapiens), O75608; recombinant LYPLA1; inhibition, % at 5.9 µM; 320,000 tested, 0.16% active;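 active means inhibition above the mean of all tested compounds plus 3 SD, set per campaign, cut at about 14% in these data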;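 further: inhibitors block serine hydrolase probe labeling of LYPLA1 so polarization falls; 0% = enzyme with DMSO and 100% = wells lacking LYPLA1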
# PAFAH1B3 inh – PAFAH1B3 enzyme inhibitors, primary screen, biochemical, fluorescence polarization, human; Platelet-activating factor acetylhydrolase IB subunit alpha1 (Homo sapiens), Q15102; recombinant PAFAH1B3, FP-rhodamine probe; inhibition, % at 3.39 µM; 340,000 tested, 0.28% active; AID 492972, 2010;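 active means inhibition above the screen-wide average of all tested compounds plus 3 SD, cut at about 25% in these data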;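 further: 0% = enzyme with DMSO only and 100% = wells lacking PAFAH1B3 protein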
# Target sequence (Q15102 whole entry, looked up): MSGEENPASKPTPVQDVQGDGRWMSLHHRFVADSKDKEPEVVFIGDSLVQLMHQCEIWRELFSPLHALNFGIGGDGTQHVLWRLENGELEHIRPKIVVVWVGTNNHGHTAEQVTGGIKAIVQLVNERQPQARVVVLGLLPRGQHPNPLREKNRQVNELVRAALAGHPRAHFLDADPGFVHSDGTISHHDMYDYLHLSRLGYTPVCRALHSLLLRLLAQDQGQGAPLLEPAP
# PAFAH2 FP inh – PAFAH2 enzyme inhibitors, primary screen, biochemical, fluorescence polarization, human | Platelet-activating factor acetylhydrolase 2, cytoplasmic (Homo sapiens), Q99487 | recombinant PAFAH2, FP-rhodamine activity probe | inhibition, % at 3.39 µM | 340,000 tested, 0.99% active | AID 492956, 2010;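 active means inhibition above the mean over all tested compounds plus 3 SD, cut at about 30% in these data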;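 further: inhibitors block probe labeling of enzyme so polarization drops; 0% = enzyme with DMSO and 100% = wells lacking PAFAH2 protein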
# GSTO1 inh – inhibitors of recombinant GSTO1, primary screen, counter-screen for RBBP9 inhibitor project, biochemical, fluorescence polarization | Glutathione S-transferase omega-1 (Homo sapiens), P78417 | activity-based probe fluorescence polarization | inhibition, % at 5.96 µM | 300,000 tested, 1.1% active;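 active means inhibition above the campaign mean inhibition plus 3 SD, cut at about 35% in these data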;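 further: 0% = GSTO1-1 with DMSO and 100% = wells lacking GSTO1-1 enzyme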
# pPAFAH inh – pPAFAH enzyme inhibitors, primary screen, biochemical, fluorescence polarization, human; inhibition, % at 3.39 µM; 330,000 tested, 1.5% active; recombinant pPAFAH, FP-rhodamine probe fluorescence polarization; Platelet-activating factor acetylhydrolase (Homo sapiens), Q13093;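 active means inhibition above the mean inhibition across the screen plus 3 SD, cut at about 25% in these data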;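 further: inhibitors block binding of the rhodamine activity-based probe so polarization drops; 0% = enzyme with DMSO and 100% = wells lacking pPAFAH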
# Target sequence (Q13093 whole entry, looked up): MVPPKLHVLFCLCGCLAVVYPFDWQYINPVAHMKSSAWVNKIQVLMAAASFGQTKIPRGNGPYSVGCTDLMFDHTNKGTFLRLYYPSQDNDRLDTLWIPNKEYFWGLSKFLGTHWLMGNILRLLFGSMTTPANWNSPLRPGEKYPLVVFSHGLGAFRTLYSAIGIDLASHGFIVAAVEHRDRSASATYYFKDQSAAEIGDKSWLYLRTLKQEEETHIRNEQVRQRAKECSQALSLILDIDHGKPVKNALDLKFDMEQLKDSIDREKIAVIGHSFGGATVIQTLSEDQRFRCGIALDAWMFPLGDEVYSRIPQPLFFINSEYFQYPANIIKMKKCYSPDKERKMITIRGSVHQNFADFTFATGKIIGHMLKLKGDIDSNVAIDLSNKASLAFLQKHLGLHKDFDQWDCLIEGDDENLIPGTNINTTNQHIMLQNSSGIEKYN
# PAD4 FP inh – human PAD4 inhibitors, primary screen, biochemical, fluorescence polarization, 1536-well format; inhibition, % at 6.36 µM; recombinant PAD4, RCA probe fluorescence polarization; Protein-arginine deiminase type-4 (Homo sapiens), Q9UM07; 330,000 tested, 0.41% active;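 active means percent inhibition above a cutoff equal to the mean of all tested compounds plus 3 SD, cut at about 15% in these data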;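 further: 0% = PAD4 with RCA probe and DMSO and 100% = probe without PAD4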
# PREPL inh – PREPL enzyme inhibitors, primary screen, biochemical, fluorescence polarization; Prolyl endopeptidase-like (Homo sapiens), Q4J6C6; recombinant PREPL, fluorescence polarization activity-based probe; inhibition, % at 5.96 µM; 320,000 tested, 0.68% active; AID 2751, 2010; in the data active means inhibition above about 43%;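 further: 0% = enzyme with DMSO and 100% = wells lacking enzyme; many of its hits are not listed in these tables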
# PAFAH1B2 inh – PAFAH1B2 enzyme inhibitors, primary screen, biochemical, fluorescence polarization, human. Platelet-activating factor acetylhydrolase IB subunit alpha2 (Homo sapiens), P68402. recombinant PAFAH1B2, FP-rhodamine activity probe. inhibition, % at 3.39 µM. 340,000 tested, 1.2% active;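 active means inhibition above the mean of all tested compounds plus 3 SD, cut at about 24% in these data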;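 further: 0% = enzyme with DMSO and 100% = wells lacking PAFAH1B2; many of its hits are not listed in these tables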
# Numbers without * were called inactive; nt = not tested or not shown. These rows are one share of the data; rates above refer to the full screens.
SMILES,LYPLA2 counter,LYPLA1 inh,PAFAH1B3 inh,PAFAH2 FP inh,GSTO1 inh,pPAFAH inh,PAD4 FP inh,PREPL inh,PAFAH1B2 inh
COc1ccc(-c2cc(=O)oc3cc(OCC(=O)Nc4ccc(CCO)cc4)ccc23)cc1,-3,-1,3,4,0,4,-5,-8,1
Cc1ccc(S(=O)(=O)Cn2nnnc2C(c2ccccn2)N2CCN(c3ccccc3)CC2)cc1 (stereo unspecified),-3,0,6,3,1,-7,6,-105,-3
CC(=O)CSc1nnc(CN2C(=O)CSc3ccc(C(F)(F)F)cc32)n1C,9,3,0,-7,7,6,2,14,7
CC(C)(C)c1ccc(C(=O)c2c[nH]c(C(=O)NCCc3ccccn3)c2)cc1,-8,-3,0,9,1,1,-3,-4,1
CCOc1ccc(/C=C2\SC(=S)N(CC(=O)N(CCO)C(C)(C)C)C2=O)cc1,-6,-8,3,1,6,0,-4,8,4
CCOC(=O)Cc1csc(NC(=O)CCN2C(=O)c3ccccc3C2=O)n1,4,-1,2,1,3,-1,0,8,2
O=C(C1CCCN1S(=O)(=O)c1cccc2nsnc12)N1CCCCC1 (stereo unspecified),0,3,9,0,-8,-1,2,22,3
COC(=O)CN1C(=O)Nc2ccc(Br)cc2C1c1ccccc1 (stereo unspecified),5,4,3,3,-4,1,2,5,2
CCCCc1ccc(NC(=O)Nc2cc(C)nn2C)cc1,7,-6,11,7,1,-1,-7,5,3
NNC(=O)CCn1c2ccccc2c2ccccc21,1,-2,-3,0,1,4,2,-1,0
CC(C)(C)CN1CCN(Cc2cc3ccccc3[nH]2)CC1CCO (stereo unspecified),4,-1,16,-1,1,-1,-3,37,5
Cc1ccc(CCNC(=O)CN2CCN(Cc3ccccc3F)C2=O)cc1,4,4,-1,3,-5,6,-1,-4,8
COc1ccc(S(=O)(=O)N2CCCCCC2)cc1NC(=O)Cc1ccc(OC)c(OC)c1,nt,nt,6,14,nt,-2,1,1,0
CCC1(C)Cc2nc(Cl)c(C#N)cc2CO1 (stereo unspecified),-1,-1,-3,-11,6,-2,2,-1,1
Cc1ccc2c(COC(=O)c3ccccc3Br)cc(=O)oc2c1,-1,-7,13,3,9,-4,-3,-10,7

# An excerpt from above in order of the PAFAH2 FP inh value, ascending.
SMILES	PAFAH2 FP inh
CCC1(C)Cc2nc(Cl)c(C#N)cc2CO1 (stereo unspecified)	-11
CC(C)(C)CN1CCN(Cc2cc3ccccc3[nH]2)CC1CCO (stereo unspecified)	-1
Cc1ccc2c(COC(=O)c3ccccc3Br)cc(=O)oc2c1	3

# Following part:
SMILES,LYPLA2 counter,LYPLA1 inh,PAFAH1B3 inh,PAFAH2 FP inh,GSTO1 inh,pPAFAH inh,PAD4 FP inh,PREPL inh,PAFAH1B2 inh
FC(F)(F)c1cccc(-n2cc(-c3ccccc3)[nH]c2=S)c1,18,7,1,6,-5,15,3,4,4
Cc1c(C(=O)N2CCOCC2)sc2nc(-c3ccccc3)cn12,3,2,6,-1,-5,4,1,2,3
O=c1[nH]c(CN2CCN(S(=O)(=O)c3ccc4c(c3)OCCO4)CC2)nc2sc3c(c12)CCCC3,0,0,9,-1,-1,1,-3,8,2
CC(=O)/C=C(\C)NCCNc1c(F)c(F)c(CO)c(F)c1F,10,5,-4,-1,5,2,-2,-5,-1
Cc1cc(OCC(=O)NCCCN2CCCC2=O)c2c(C)c(C)c(=O)oc2c1,2,-5,6,2,-3,7,0,0,-2
COc1cccc(NC(=O)c2ccccc2N2C(=O)C3C4C=CC(C4)C3C2=O)c1 (stereo unspecified),-3,-3,-1,-5,-2,4,-2,-5,-3
Cc1cc(NC(=O)CSc2nnc(-c3ccccc3)c(-c3ccccc3)n2)no1,4,5,2,1,3,3,-6,0,4
CCOC(=O)c1[nH]c2ccc(OC)cc2c1NC(=O)NC(C)C,2,-1,0,-4,0,-1,3,2,1
C[C@H]1CC[C@@]2(O[C@H](CCO)C[C@@H](O)[C@@H]2O)O1,-8,-2,-5,1,-1,0,8,0,4
O=C(O)Cn1c(SCCOc2ccccc2F)nc2ccccc21,2,1,4,4,-3,-4,-4,-17,4
CCC(=O)NCCc1nc2cc(NC(=O)c3ccc(OC)cc3)ccc2n1C,1,0,0,0,2,3,-2,5,-3
CCC(C)NC(=O)c1ccccc1NC(=O)c1ccccc1N(C)S(C)(=O)=O (stereo unspecified),12,4,-1,4,5,-2,-4,18,1
CC1(CC(=O)N/N=C/c2cc(Br)c(O)cc2O)OCCO1,-4,-2,4,7,7,-4,-3,11,-2
CCN(CC)c1ccc2c(C)c(CN3CCOCC3)c(=O)oc2c1,7,5,4,3,6,4,-5,17,2
COc1ccccc1-c1nc(-c2ccc(C)nc2OC)no1,6,-2,-9,9,1,2,-4,-13,4
O=C(c1ccc(Cl)cc1)N1CCN(CCOc2ccccc2)CC1,25,2,3,-5,7,0,-1,-3,4
Cc1cc([N+](=O)[O-])nn1CC(=O)NCc1nc2ccccc2[nH]1,-3,-4,4,-1,10,8,1,3,3
Cc1cccc(S(=O)(=O)NCCc2ccccc2)c1,-5,-3,11,6,5,7,-3,-9,4
O=C(Cn1ccc(C(F)(F)F)n1)NNC(=O)c1cccnc1,3,-1,5,-3,2,3,1,0,-2
Cc1csc(SCC(=O)c2cc(C)n(Cc3cccs3)c2C)n1,-11,-5,9,-5,0,10,4,-7,5
OCC[C@H]1C[C@@H](O)[C@H](O)[C@]2(CCCCO2)O1,5,1,-5,-5,-2,1,-1,-2,1
COc1ccc(S(=O)(=O)N(Cc2ccco2)Cc2cc3ccccc3[nH]c2=O)cc1,-5,-4,1,8,-5,5,-2,-17,6
COc1ccc(N2CCN(C(=O)CNC(=O)c3ccccc3Cl)CC2)cc1,13,2,5,-2,7,2,-1,-2,6
Oc1c(Cl)cc(Cl)cc1C=Nc1cc(C(F)(F)F)ccc1N1CCc2ccccc2C1,1,-2,5,6,-6,28*,-3,8,4
Cc1ccc(-c2nn(-c3ccccc3)cc2CN(C)C(=O)CCC(=O)O)cc1C,-9,-3,-2,5,-6,2,-9,4,3
CCOC(=O)C(C)Oc1ccccc1C1NC(=O)NC(C)=C1C(=O)Nc1ccc(C)c(C)c1 (stereo unspecified),-4,-1,-1,-12,-4,3,-2,27,-1
COCCNC(=S)N/N=C(\C)c1ccc(C)c([N+](=O)[O-])c1,-2,-2,-4,6,-6,2,-2,4,-2
CC(=O)Nc1cccc(C(=O)N2CCC(n3nccc3NC(=O)CC(C)C)CC2)c1,-6,-5,3,-2,2,-2,3,10,-4
Cc1c(C2(O)CCCCC2)[nH]c2cc(C(F)(F)F)ccc12,nt,nt,3,-5,nt,1,1,21,7
O=C(COc1ccc(/C=N/NS(=O)(=O)c2ccccc2)cc1)Nc1ccc(F)cc1,7,4,6,1,-2,10,-5,2,-2
COc1ccc(NC(=O)CN2CCN(CC(=O)Nc3ccccc3Cl)CC2)cc1,-1,0,-3,-10,17,-1,2,7,-3
O=c1[nH]c2ccccc2nc1C(Nc1ccccc1)c1ccccc1 (stereo unspecified),0,-2,0,6,-6,8,-2,-16,1
CN(CCN1CCOCC1)Cc1nc(-c2ccc3c(c2)OCO3)no1,-1,0,4,-3,3,2,0,16,4
O=C(Nc1ccccc1F)c1ccc(CSc2ncccn2)cc1,5,1,3,4,0,4,3,0,-2
COc1cccc(C(=O)Nc2nc3ccc(S(C)(=O)=O)cc3s2)c1,-1,-2,12,2,-13,-2,3,25,-1
Cc1ccccc1CNC(=O)C(=O)NCCC1CCCCN1S(=O)(=O)c1ccccc1 (stereo unspecified),3,1,6,6,3,4,-5,-15,15
Cc1onc(-c2ccccc2)c1C(=O)Nc1ccc(S(=O)(=O)NC(C)(C)C)cc1,3,1,-4,-1,6,0,-5,-4,-2
COCCN(C(=O)COC(=O)/C=C/c1ccccc1Cl)c1c(N)n(Cc2ccccc2)c(=O)[nH]c1=O,7,6,15,11,1,1,0,3,5
CCCCn1c(N)c(N(CCOC)C(=O)c2cccc(S(=O)(=O)N3CCCCCC3)c2)c(=O)[nH]c1=O,7,2,4,3,14,0,-1,-6,-1
O=C(CCCN1C(=O)/C(=C\c2ccccc2)SC1=S)Nc1ccc(O)cc1C(=O)O,7,4,3,6,16,13,-7,22,64*
COc1ccc(C(=O)c2c(NC(C)=O)sc3c2CCN(C(=O)OC(C)(C)C)C3)cc1,0,1,nt,nt,1,0,-2,2,nt
CC(NC(=O)C(=O)N1CCCCC1)C(c1cccs1)N1CCN(C)CC1 (stereo unspecified),0,3,2,0,5,0,-7,16,4
CC(=O)C(=Nc1ccccc1Cl)NNc1ccc(Cl)cc1,5,1,10,3,40*,14,-2,5,0
Cn1c(=O)n(-c2cccc(Cl)c2)c(=O)c2c3c(sc21)COC(C)(C)C3,0,4,1,5,0,-2,-9,8,-4
CCOC(=O)C1=C(C)NC2=C(C(=O)CC(C)(C)C2)C1c1cccc(C)n1 (stereo unspecified),1,3,4,7,6,6,-2,4,3
COC(=O)c1ccc(Nc2nc(C)cc(C)n2)cc1,0,0,0,-6,22,2,-4,23,-4
COCc1cc(=O)[nH]c(-c2ccccc2OC(F)(F)F)n1,4,-1,2,1,6,-3,3,3,10
Cc1ccc2c(c1)NC(=O)[C@@]1(C)[C@@H](c3ccccc3)[C@H]3COc4ccccc4[C@@H]3N1C2=O,-12,-10,0,-4,-8,3,-6,-1,-3
Cc1cc(/C=C(\C#N)C(=O)Nc2ccccc2)c(C)n1-c1ccc(C(=O)O)cc1,7,5,4,1,-16,8,5,5,-2
COc1ccc(CC(=O)N[C@@H]2c3cc(OC)c(OC)cc3C[C@H]2O)cc1,nt,nt,1,-1,nt,4,0,nt,2
Cc1ccc2nc(N(CCCN(C)C)C(=O)c3ccc4ncsc4c3)sc2c1,6,5,-1,-2,-2,0,1,-38,4
Cn1c(SCC(=O)NCC2CCCO2)nc2c([nH]c3ccccc32)c1=O (stereo unspecified),0,3,3,5,11,6,4,7,6
CN(C(=S)Nc1ccc(SC(F)F)cc1)c1ccc(O)cc1,14,1,3,4,66*,51*,11,22,8
COc1ccc2cc(C(=O)C3CCCN(Cc4cnc(N5CCOCC5)s4)C3)ccc2c1 (stereo unspecified),-2,0,6,-2,2,1,4,25,8
COc1ccc(Cn2c(CCC(=O)NCCC(C)C)nc3ncccc3c2=O)cc1,4,0,13,5,6,4,0,18,-4
CCc1ccccc1NC(=O)CCCSc1nc2ccccc2s1,-1,1,6,3,-7,2,-1,10,4
Cc1ccc(CNC(=O)c2cc(S(=O)(=O)N3CCOCC3)cn2C)cc1,2,-5,6,-1,1,-3,3,17,3
Cc1nnc(NC(=O)c2c(F)cccc2F)s1,2,1,12,4,7,2,-6,-4,5
